Screens from PubChem BioAssay.
MEKK3 PB1 HTS: raises or lowers MEK5 binding to the human MEKK3 PB1 domain | bead-based flow cytometry, Alexa488-MEK5 binding to MEKK3; actives lie on both sides; 0 = blocked by unlabeled MEK5, 100 = vehicle | binding response (% of control), % at 10 µM | hit rate 1.4% among 290,000;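 active = binding response more than 3 SD above or below the average of its plate-row segment, actives on both sides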;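 also: Alexa488 bead fluorescence after subtracting the streptavidin-only scavenger bead signal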
Target sequence (Q99759 whole entry, looked up, the tested form may be a part): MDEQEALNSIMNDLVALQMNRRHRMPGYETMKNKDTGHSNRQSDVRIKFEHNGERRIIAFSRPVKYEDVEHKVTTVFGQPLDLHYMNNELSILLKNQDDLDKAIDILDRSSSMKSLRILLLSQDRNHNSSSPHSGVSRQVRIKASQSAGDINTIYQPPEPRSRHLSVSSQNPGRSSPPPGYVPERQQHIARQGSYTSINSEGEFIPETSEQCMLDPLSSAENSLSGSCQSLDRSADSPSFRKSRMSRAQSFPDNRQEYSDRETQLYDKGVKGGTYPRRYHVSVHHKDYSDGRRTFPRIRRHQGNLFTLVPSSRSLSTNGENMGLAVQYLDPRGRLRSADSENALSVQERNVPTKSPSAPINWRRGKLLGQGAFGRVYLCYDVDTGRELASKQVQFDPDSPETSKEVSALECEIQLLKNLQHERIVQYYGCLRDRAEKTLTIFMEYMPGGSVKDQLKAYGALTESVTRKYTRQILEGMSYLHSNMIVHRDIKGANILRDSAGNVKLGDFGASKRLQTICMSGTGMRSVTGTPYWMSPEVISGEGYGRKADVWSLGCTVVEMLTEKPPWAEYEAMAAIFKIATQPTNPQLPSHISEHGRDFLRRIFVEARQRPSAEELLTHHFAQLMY
PHOSPHO1 block: PHOSPHO1 (human) inhibition. Q8TCT1. recombinant PHOSPHO1, absorbance phosphatase assay. AID 1565. inhibition, % at 13.3 µM. hit rate 1.1% among 290,000; in the data active = inhibition above about 60%
Target sequence (Q8TCT1 whole entry, looked up): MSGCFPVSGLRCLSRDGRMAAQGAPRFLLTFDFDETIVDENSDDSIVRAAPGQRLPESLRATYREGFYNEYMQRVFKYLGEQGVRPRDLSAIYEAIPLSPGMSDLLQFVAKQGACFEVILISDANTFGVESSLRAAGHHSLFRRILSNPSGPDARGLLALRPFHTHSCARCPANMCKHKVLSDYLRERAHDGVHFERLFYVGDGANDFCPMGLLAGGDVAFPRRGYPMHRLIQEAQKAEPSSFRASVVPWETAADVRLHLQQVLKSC
IDE cell activ: boosts human insulin-degrading enzyme activity in HEK cells; FAbeta-B cleavage, fluorescence polarization; 0% vehicle, 100% cell-free pure enzyme wells; activation, % at 5.96 µM; AID 493087; hit rate 0.073% among 340,000; P14735;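 active = activation above the mean of all tested compounds plus 3 SD, set per screening campaign, cut at about 17% in these data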
HCV NS3 hel inh: blocks Hepatitis C virus NS3 helicase unwinding. inhibition, % at 10.9 µM. NS3 helicase DNA unwinding, Cy5 molecular beacon fluorescence. hit rate 0.56% among 290,000. AID 1800;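 active = inhibition above the mean of all tested compounds plus 3 SD, set per campaign, cut at about 35% in these data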;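 also: 0% = DMSO wells and 100% = thioflavine S control wells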
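System: NS3 helicase fragment of HCV / Schedule: 1 h at 25 °C / Control set: DMSO alone as 0% and 110 µM thioflavine S as 100% / Reagent: Cy5/quencher beacon DNA duplex and ATP to start / Technique: Cy5 fluorescence / Replication: singlicate / Evaluation: % inhibition of end-to-start signal ratio versus controls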
IMP-1 inh: inhibitors of Pseudomonas aeruginosa IMP-1 metallo-beta-lactamase. purified IMP-1, nitrocefin hydrolysis, epi-absorbance fluorescence. inhibition, % at 5.6 µM. hit rate 0.45% among 290,000. AID 1556;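 active = inhibition above the mean plus 3 SD of all compounds in the same screening run, cut at about 4.5% in these data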;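 also: 0% = IMP-1 with DMSO and 100% = DMSO wells lacking enzyme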
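System: Purified recombinant IMP-1 metallo-beta-lactamase enzyme | Measured by: Fluorescence quenching readout, ex 480/em 530 nm | Replication: Singlicate | Incubation: 15 min preincubation plus 25 min reaction at 25 °C | Evaluation: Percent inhibition from optical density relative to buffer-blank wells | Benchmarks: DMSO with and without IMP-1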
VIM-2 inh: blocks Pseudomonas aeruginosa VIM-2 metallo-beta-lactamase; inhibition, % at 5.6 µM; AID 1527; hit rate 0.89% among 290,000; purified VIM-2, nitrocefin hydrolysis, epi-absorbance fluorescence;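 active = inhibition above the mean of all tested compounds plus 3 SD, cutoff set per screening run, cut at about 7.5% in these data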;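 also: red hydrolysis product quenches plate fluorescence so inhibitors raise well fluorescence; 0% = enzyme with DMSO and 100% = DMSO without enzyme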
UBC9 SUMO inh: inhibitors of human SUMOylation (UBC9); inhibition, % at 35 µM; hit rate 0.36% among 290,000; HTRF SUMOylation assay, SAE1/SAE2 + UBC9, in vitro; P63279; in the data active = inhibition above about 50%, passing the limit was not always enough; also: strong numbers were not always called active
Target sequence (P63279 whole entry, looked up): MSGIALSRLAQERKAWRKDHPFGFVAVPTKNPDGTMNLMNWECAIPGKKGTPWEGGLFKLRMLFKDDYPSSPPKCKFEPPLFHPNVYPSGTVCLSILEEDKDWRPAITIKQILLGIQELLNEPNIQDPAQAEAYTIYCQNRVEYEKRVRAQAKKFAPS
pCIP destab: compounds decreasing mouse p/CIP protein stability | hit rate 0.01% among 290,000 | AID 1984 | decrease of EGFP signal, % at 10 µM | Q05BA5 | F442A p/CIP-EGFP cells, EGFP fluorescence, 16 h;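 active = EGFP signal decrease of at least 30% at 10 µM or well 3 SD below plate mean, unless failing retest; inactive = the rest, including hits failing retest or dose response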; also: some compounds called inactive have numbers as strong as hits; many of its hits are not listed in these tables
DNA FID counter: counter-screen for HCV NS3 helicase inhibitors: DNA intercalator displacement; DNA fluorescent intercalator displacement, fluorescence; inhibition, % at 7.9 µM; hit rate 0.17% among 290,000; in the data active = inhibition above about 37%;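 also: 0% = vehicle and 100% = reference compound; higher means more ethidium bromide displaced from hairpin DNA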
The depositor's hits bear a star; . = not tested or not shown.

Values run as follows: MEKK3 PB1 HTS	PHOSPHO1 block	IDE cell activ	HCV NS3 hel inh	IMP-1 inh	VIM-2 inh	UBC9 SUMO inh	pCIP destab	DNA FID counter
> CCc1c(C)sc(NC(=O)C2CC(c3c(F)cccc3Cl)=NO2)c1C#N (stereo not given)
→ 102	.	-1	8	-3.3	-3.6	-12	-7	-22
> O=C(c1ccc(Br)o1)N1CCN(C23CC4CC(CC(C4)C2)C3)CC1
→ 103	20	4	-5	-2.4	-1.4	8	-12	-26
> CC(=O)c1cn(CC(=O)Nc2cccc(C)c2C)c2ccccc12
→ 101	40	-1	1	-0.3	0.4	11	-36	-10
> CC1(C)CC(=O)C(C=Nc2cccc(/N=C/C3=C(O)CC(C)(C)CC3=O)n2)=C(O)C1
→ .	11	.	8	-0.4	1.6	0	-7	-4
> CCOC(=O)c1c(C2CC2)csc1NC(=O)COC(=O)CCS(=O)(=O)c1ccc(C)cc1
→ 104	-3	3	-9	0.6	0.4	-14	-2	-15
> CCOC(=O)Cc1csc(NC(=O)c2cc(C)cc(C)c2)n1
→ 96	48	-3	-1	-3.3	-1.2	9	-5	-10
> COc1ccc(OC)c(N=c2oc3cc(O)ccc3cc2C(N)=O)c1
→ 95	9	5	1	-2.7	-1.6	10	3	0
> CCCNC(=S)Nc1ccc2nc(-c3ccccn3)c(-c3ccccn3)nc2c1
→ .	-106	-1	0	-4.0	-2.6	25	0	-20
> CSC(=Nc1ccccc1)Nc1ccccc1
→ 100	16	4	-8	-0.5	-1.9	4	-5	-1
> CCOC(=O)C1CC(C)=C(C)CC1C(=O)O (stereo not given)
→ 95	34	2	1	-2.4	-1.8	11	-4	-3
> O=C(NCc1ccc2c(c1)OCO2)C1CCN(S(=O)(=O)c2ccc(Br)s2)CC1
→ 95	2	3	4	-1.6	-2.4	2	-17	-15
> CC(CCc1ccccc1)C(=O)NO (stereo not given)
→ 96	-4	6	2	-2.6	-3.9	4	-16	-2
> Cc1ccc(C(OC(=O)c2ccco2)C(=O)NC(C)(C)C)cc1 (stereo not given)
→ 103	34	4	3	-3.8	-4.2	0	8	-15
> CC(C)(C)OC(=O)C1C(=O)CC(C)(O)C(C(=O)OC(C)(C)C)C1c1cccnc1 (stereo not given)
→ 101	6	-5	3	-3.4	-2.2	-8	-8	-26
> CC1(C)CC(=O)C(C=NCCCO)=C(O)C1
→ 100	7	5	-4	0.6	2.1	10	2	4
> O=C(NC1CCCC1)C(c1cccs1)N(C(=O)c1ccno1)c1ccccc1 (stereo not given)
→ 104	13	-3	-9	0.4	-2.3	-8	-7	-8
> CCCCNC(=S)Nc1ccc2cn[nH]c2c1
→ 108	3	4	1	-0.8	2.5	-8	-8	-4
> Cc1cccc(-c2nsc(SCC(=O)Nc3nccs3)n2)c1
→ 93	-68	1	2	-2.8	-0.4	-4	-1	1
> NC(=O)Cc1ccc(C(=O)c2ccc(Cl)cc2Cl)s1
→ 107	-10	0	4	-3.0	-5.0	-4	-12	0
> Cc1[nH]c2ccccc2c1C(=O)C(=O)NCc1cccs1
→ 87	-23	1	0	2.1	1.0	-5	7	2

Some entries already given, reduced to IMP-1 inh.
Compound,IMP-1 inh
CCOC(=O)c1c(C2CC2)csc1NC(=O)COC(=O)CCS(=O)(=O)c1ccc(C)cc1,0.6
CCOC(=O)Cc1csc(NC(=O)c2cc(C)cc(C)c2)n1,-3.3
COc1ccc(OC)c(N=c2oc3cc(O)ccc3cc2C(N)=O)c1,-2.7

(next part)
Values run as follows: MEKK3 PB1 HTS	PHOSPHO1 block	IDE cell activ	HCV NS3 hel inh	IMP-1 inh	VIM-2 inh	UBC9 SUMO inh	pCIP destab	DNA FID counter
> COC(=O)Nc1ccc(S(=O)(=O)Nc2cccc3ccccc23)cc1
→ 96	-23	0	-6	-3.3	-3.9	-11	-2	0
> COc1cccc(C(C(=O)NC2CCCCC2)N(C(=O)c2cccs2)c2ccc3c(c2)OCO3)c1 (stereo not given)
→ 103	-17	4	-2	-1.3	-1.1	1	-14	-5
> O=C(O)c1cnc(-c2ccccc2)nc1Sc1ccc(Cl)cc1Cl
→ 92	-42	-3	3	-3.0	0.1	2	-6	-27
> N/C(=N\OC(=O)C(c1ccccc1)c1ccccc1)c1cccnc1
→ 101	13	6	-3	-0.7	1.0	-13	-6	-23
> COc1ccc(Br)cc1/C=N/Nc1ccc(Cl)c(C(=O)O)c1
→ 105	-85	0	4	-1.6	-2.4	-2	10	-10
> Cc1nc(NC(=O)c2ccccc2)sc1C
→ 100	3	8	7	0.1	-1.8	-2	7	-2
> Cc1ccc(N(C(C)C(=O)O)S(=O)(=O)c2cccnc2)cc1 (stereo not given)
→ 100	3	10	.	.	.	-3	4	.
> c1ccc(OCCSc2nnc3sc4ccccc4n23)cc1
→ 104	14	-3	-1	-2.6	-2.8	5	5	-19
> O=C1CCC(=O)N1c1nc2nc(-c3ccccc3)cc(-c3ccccc3)n2n1
→ 118	-56	-1	-4	-2.4	-1.1	32	-10	-31
> O=C(CN(C(=O)Cn1nnc(-c2cccs2)n1)c1cnc2ccccc2c1)NCC1CCCO1 (stereo not given)
→ .	4	5	4	-3.3	-4.0	4	-14	-7
> CC1(C)NC(=O)N(CC(O)CN(c2ccccc2)S(=O)(=O)c2ccc([N+](=O)[O-])cc2)C1=O (stereo not given)
→ 100	.	8	2	-2.6	-1.7	-8	14	-6
> O=C(CCOc1ccccc1)Nc1cccc(S(=O)(=O)Nc2ccccc2Cl)c1
→ 151*	-12	5	-10	-2.0	-2.0	19	-7	-11
> COCCNc1oc(-c2ccc(C)cc2)nc1C#N
→ .	3	1	1	-4.5	-4.9	22	-1	-10
> Cn1c(N2CCOCC2)nc2c1c(=O)n(Cc1ccc(Cl)c(Cl)c1)c(=O)n2C
→ 105	-3	0	-5	-4.4	-1.5	11	4	-34
> CCc1nnc(NS(=O)(=O)c2ccc(NC(=S)NC(=O)c3ccc(OC)cc3)cc2)s1
→ 99	-12	4	37*	-0.9	-4.8	18	-5	-38
> Cc1cc(SCC(=O)Nc2cccnc2Cl)nc2ccccc12
→ 86	12	-3	-9	0.7	1.7	-4	20	-2
> CC(=O)c1ccc(NC(=S)N2CC(C)CC(C)C2)cc1 (stereo not given)
→ 97	-2	0	-10	0.0	-1.1	0	9	-5
> O=C1CSC(=NC(=O)c2ccccc2)N1
→ 94	-12	-5	-2	0.6	-1.9	10	-7	-1
> CCOC(=O)c1sc2nc(C)c([N+](=O)[O-])c(COC)c2c1N
→ 97	44	2	-3	-1.2	-1.4	8	4	-4
> O=C(CSCc1ccc([N+](=O)[O-])cc1)NCCSCc1ccccc1
→ 97	34	3	0	-0.9	4.0	-4	-4	-2
> O=C(c1ccc([N+](=O)[O-])cc1)n1nc(-c2ccccc2)nc1NCc1ccc(F)cc1
→ 99	6	0	-1	-0.2	0.3	-7	-10	0
> Cc1ccc(CNc2nc(-c3cccs3)nc3ccccc23)cc1
→ 106	-14	-4	-31	-2.7	0.2	-15	2	8
> CC(=O)c1cccc(N(CC(=O)O)S(C)(=O)=O)c1
→ 96	31	4	-9	-3.0	-1.5	1	4	3
> Cc1cc(Nc2cc(C)on2)n2ncnc2n1
→ 101	18	4	12	-3.3	-1.0	-6	11	3
> FC(F)(F)c1cnc(-c2cnc(-c3ccccn3)nc2)c(Cl)c1
→ 102	36	-1	3	-4.8	4.0	10	-6	-18
> CN(C)c1ccc(/C=N/OC(=O)Nc2ccccc2Cl)cc1
→ 124	-10	2	3	-1.2	-2.7	5	-2	1
> CCNC(=O)C(=O)NCC1OCCCN1S(=O)(=O)c1cccs1 (stereo not given)
→ 113	1	-1	2	-1.2	-0.2	6	1	-1
> COc1cc(C=O)ccc1OCc1ccccc1Br
→ 93	0	-4	-5	-1.4	-1.4	12	-2	-3
> Cn1c(-c2ccc(F)cc2)cnc1NCc1ccc(F)cc1F
→ 97	24	-1	6	-2.9	-1.8	15	1	0
> COc1cc(OC)c2ccc(=O)oc2c1C(CCN1CCCC(C)C1)c1ccc2c(c1)OCO2 (stereo not given)
→ 94	13	6	.	.	.	11	-7	.
> COc1ccc(CCN(C)C(=O)C2CCCN(C3CCN(Cc4ccccc4)CC3)C2)cc1OC (stereo not given)
→ 100	30	2	3	0.6	0.1	-1	1	16
> Fc1ccc(Nc2nnc(C(F)(F)F)s2)cc1
→ 89	12	6	8	-0.4	0.2	-4	-9	-2
> CCCCCCn1cnc2c(c1=O)c1nc3ccccc3nc1n2/N=C/c1ccco1
→ 99	12	5	2	-1.4	-2.7	5	-1	-4
> CCc1ccc(C(O)(CC)C(CN2CCOCC2)c2ccccc2)cc1 (stereo not given)
→ 106	42	2	-21	-1.1	0.6	0	-7	-20
> Cc1ccccc1N=C/C=C1/C=C(c2ccccc2)OC(C)(C)O1
→ 105	-1	4	9	-4.2	-2.4	21	-3	0
> COc1cc(/C=C/C(=O)OC2CC3CCC2(C)C3(C)C)ccc1O (stereo not given)
→ 103	31	3	.	.	.	-24	0	.
> CN(C)C(=S)Nc1ccc(Cl)cc1
→ 103	-5	5	-2	-3.3	-3.1	-2	-4	0
> CCC(=O)NC(Nc1sc2c(c1C(=O)OC)CCN(C)C2)(C(F)(F)F)C(F)(F)F
→ 95	-38	7	-4	-3.5	-1.3	-25	-5	1
> O=C(Nc1cccc(Cl)c1)Nc1ccon1
→ 100	41	-6	-2	-0.6	-0.7	1	-1	-2
> O=C(CSc1nc2ccccc2c(=O)n1-c1cccc(C(F)(F)F)c1)NC1CC1
→ 106	14	-6	-1	-2.7	-7.5	-1	-4	-15
> OCCC1CN(Cc2nc3c(s2)CCCC3)CCN1Cc1ccsc1 (stereo not given)
→ 99	45	-2	-5	-2.9	-2.4	12	-4	-3
> Cc1cccc(OCc2nnc(SCC(=O)c3cccs3)n2C)c1C
→ 91	76*	4	-5	-2.5	-3.0	13	-15	-34
> Cc1c(C(=O)NCCN(C)C)oc2ccc(S(=O)(=O)N3CCC4(CC3)OCCO4)cc12
→ 105	24	-6	9	-1.0	-0.8	10	-5	4
> O=C1CC(N2CCC(c3nc4ccccc4o3)CC2)C(=O)N1c1ccc(Cl)cc1 (stereo not given)
→ .	.	.	1	-2.0	-0.1	.	.	-5
> Cc1ccc(Cl)cc1N1CCN(C(=O)C2CCC(=O)N(C3CCCCCC3)C2)CC1 (stereo not given)
→ 102	38	-2	-17	0.0	-0.3	2	-5	-38
> O=C(C1CCCCC1)N(CCN1CCCC1)c1nc2ccccc2s1
→ 115	-8	-2	-11	-1.0	-0.1	-12	2	0
> O=C(COc1ccc(Cl)cc1)NCCS(=O)(=O)N1CCN(c2ccc(F)cc2)CC1
→ 96	38	-7	-16	-2.8	-1.8	0	-12	-42
> CC(C)(O)C(=O)N=Nc1c(O)[nH]c2ccccc12
→ 101	41	6	3	-3.2	-1.9	4	4	-4
> CCOC(=O)N1CCN(Cc2nc3c(c(=O)n(C)c(=O)n3C)n2Cc2ccc(F)cc2)CC1
→ 110	-42	3	6	-1.8	-1.7	16	-16	-34

An excerpt; count on the stated rates, not on these rows.
